IMPase cell inh – qHTS Assay for Identifying the Cell-Membrane Permeable IMPase Inhibitors | Inositol monophosphatase 1 (Rattus norvegicus), P97697 | CHO-M1 cells, IP1 accumulation, HTRF TR-FRET ratio | inhibition (IP1 accumulation), % at 46.1 µM | 120,000 tested, under 10 active | AID 901, 2007; active means well fitted curve in the direction sought with a large enough effect in the signal ratio, not every such curve was filed as active; inconclusive means small, poorly fitted or top-dose-only effect, or a change in a side signal; inactive means no such curve, though single readings can be large or run the other way; the % refers to the signal ratio;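 further: cells stimulated with carbachol in lithium chloride buffer; plate controls were DMSO basal wells for no effect and reference inhibitor wells for full effect; higher means more IMPase inhibition seen as more IP1 and lower FRET ratio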
Target sequence (P97697 whole entry, looked up): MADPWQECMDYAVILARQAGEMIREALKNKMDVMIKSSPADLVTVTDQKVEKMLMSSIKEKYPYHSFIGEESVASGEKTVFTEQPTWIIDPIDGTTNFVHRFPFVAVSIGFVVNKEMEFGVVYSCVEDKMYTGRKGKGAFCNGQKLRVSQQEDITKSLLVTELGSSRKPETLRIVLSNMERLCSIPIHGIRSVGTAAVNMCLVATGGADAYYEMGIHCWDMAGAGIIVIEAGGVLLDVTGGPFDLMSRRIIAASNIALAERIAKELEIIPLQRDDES
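Elevated IP1 in lysates lowers TR-FRET signal (665/620 ratio and 620 channel reported). Cells were CHO-M1, given carbachol (50 uM as added) plus 50mM LiCl, pH 7.4, 30 min, 37C; compounds titrated up to 46 uM; AC50 by Hill equation.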
PNC assembly inh – High Content Assay for Compounds that inhibit the Assembly of the Perinucleolar Compartment; PC3M PTB-GFP, PNC prevalence imaging, 16 h; stronger effect = lower value; activity change (PNC), negative = inhibition, % at 10 µM; 3.1% of 140,000 active;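 active means readout at or below -70, meaning at least 70% loss of cells showing the perinucleolar compartment, a nuclear body marking cancer cells; inconclusive means readout between -30 and a set limit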;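 further: plate controls were DMSO wells for no effect and camptothecin positive control wells for full effect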
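Compounds are pinned in duplicate onto adhered PC3M cells stably expressing GFP-tagged PTB and incubated 16 h at 37 C. Cells are then fixed, nuclei stained with Hoechst, and PNC-positive cells counted.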
12-hLO inh – qHTS Assay for Inhibitors of 12-hLO (12-human lipoxygenase) | AID 1452, 2008 | Potency, µM (top dose mostly 57.1 µM), inactives show at the top dose activity change, negative = inhibition, usual class: inhibitors | purified 12-hLO, xylenol orange hydroperoxide absorbance | 0.12% of 150,000 active | Polyunsaturated fatty acid lipoxygenase ALOX12 (Homo sapiens), P18054; further: potency means the concentration at half of the fitted maximal effect; nearly all actives have a fitted effect of over 55% in size; many of its hits are not listed in these tables
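Hydroperoxide output read as Fe(III)-xylenol orange absorbance, 573-to-405 nm ratio, after 30 min reaction with 40 uM arachidonic acid. Enzyme: 150 nM purified human 12hLO, 15 min compound preincubation; 25 mM Hepes pH 7.0, room temperature.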
15-hLO-2 inh – qHTS Assay for Inhibitors of 15-hLO-2 (15-human lipoxygenase 2) | purified 15hLO-2, xylenol orange hydroperoxide absorbance | Potency, µM (highest dose often 57.1 µM), inactives show at the top dose activity change, negative = inhibition, usual class: inhibitors | 0.56% of 110,000 active | AID 881, 2007; further: potency means the concentration at half of the fitted maximal effect; nearly all actives have a fitted effect of over 60% in size; many of its hits are not listed in these tables
Target sequence (O15296 whole entry, looked up): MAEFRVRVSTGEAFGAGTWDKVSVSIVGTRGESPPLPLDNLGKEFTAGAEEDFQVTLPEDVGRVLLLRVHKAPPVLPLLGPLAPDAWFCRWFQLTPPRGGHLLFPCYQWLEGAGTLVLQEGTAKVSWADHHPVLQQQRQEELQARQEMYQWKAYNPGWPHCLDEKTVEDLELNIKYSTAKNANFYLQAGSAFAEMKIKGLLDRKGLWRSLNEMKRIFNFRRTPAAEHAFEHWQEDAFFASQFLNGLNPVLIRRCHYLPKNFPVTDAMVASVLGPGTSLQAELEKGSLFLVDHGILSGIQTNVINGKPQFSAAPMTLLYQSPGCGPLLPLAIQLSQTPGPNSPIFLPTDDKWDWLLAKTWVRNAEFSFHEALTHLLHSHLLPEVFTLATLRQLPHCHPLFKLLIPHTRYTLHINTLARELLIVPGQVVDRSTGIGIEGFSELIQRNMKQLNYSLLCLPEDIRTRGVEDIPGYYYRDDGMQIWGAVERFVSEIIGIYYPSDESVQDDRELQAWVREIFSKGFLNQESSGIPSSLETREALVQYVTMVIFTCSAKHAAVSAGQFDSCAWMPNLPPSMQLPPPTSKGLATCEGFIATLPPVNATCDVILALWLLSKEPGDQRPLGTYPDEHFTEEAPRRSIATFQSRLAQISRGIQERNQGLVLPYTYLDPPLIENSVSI
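Screening format was qHTS against 50 nM purified 15hLO-2 in Hepes pH 7.5 with detergent. Activity follows hydroperoxide formation from 45 uM arachidonic acid, measured as 573:405 nm absorbance ratio of the ferric-xylenol orange complex.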
Active calls of the source: *; ? = inconclusive; nt = not tested or not shown; [ ] = remark or other dose. Unless noted, the call rests on the fitted dose curve; in most records, active means well fitted curve in the direction sought with a large enough effect; inconclusive means small, poorly fitted or top-dose-only effect, or another doubt; inactive means no such curve, though single readings can be large; an effect the other way counts as inactive or inconclusive. Unless noted, on the % scale 0 is the no-effect control and ±100 the full control effect. This is a random part of the collection (roughly 3.1% active in at least one column).

| canonical_smiles | IMPase cell inh | PNC assembly inh | 12-hLO inh | 15-hLO-2 inh |
| --- | --- | --- | --- | --- |
| CCn1c(SCC(=O)Nc2ccccc2C(=O)OC)nnc1-c1cccc(C)c1 | 5 | ? | 7% | -2% |
| COCCNc1nc2ccccc2nc1NS(=O)(=O)c1ccc(C)cc1C | 6 | 29 | -3% | -6% |
| CCOC(=O)N1CCN(C(=O)CN(Cc2ccc(Cl)cc2)S(C)(=O)=O)CC1 | 21 | -4 | -1% | 2% |
| CCS(=O)(=O)n1nc(-c2ccc(Cl)cc2)nc1SCc1ccccc1 | 14 | 9 | -16% | nt |
| CCCOc1ccc(Cc2nn3c(=O)/c(=C/c4ccco4)sc3nc2=O)cc1 | 9 | 21 | -6% | ? |
| CCOC(=O)N1CCC(NC(=O)CCC(=O)N2CC(C)Oc3ccc(C)cc32)CC1 (stereo unspecified) | -2 | 70 | -1% | 4% |
| CC(C)(CO)Nc1ccc([N+](=O)[O-])cc1[N+](=O)[O-] | ? | 70 | 0% | -11% |
| O=C(c1ccco1)N1CCC[C@@]2(CCN(c3ccccc3)C2)C1 | nt | nt | -18% | -20% |
| Cc1ccc(Cl)cc1NC(=O)Cn1cccc1 | 4 | 20 | 1% | 4% |
| CC(C)(C)C(=O)Nc1cc(C(F)(F)F)ccc1N1CCOCC1 | 2 | -19 | 1% | nt |
| Cc1ccc(Nc2nnc(SCC(=O)c3ccc(Br)s3)s2)c(C)c1 | -2 | 8 | -4% | nt |
| O=C(COC(=O)CCc1c[nH]c2ccccc12)NC1CCS(=O)(=O)C1 (stereo unspecified) | ? | -23 | 2% | nt |
| CCN(CC)C(=O)c1cncc(C(=O)N(CC)CC)c1-c1ccccc1 | 4 | -11 | 0% | -3% |
| CCOC(=O)c1c(-c2ccccc2Cl)csc1NC(=O)c1cc(S(=O)(=O)N2CCOCC2)ccc1C | nt | -11 | 4% | nt |
| COc1ccc(-c2nc(-c3ccc(Br)o3)no2)cc1 | 1 | -8 | -4% | -2% |

Single entries from the entries so far.
CCOC(=O)N1CCC(NC(=O)CCC(=O)N2CC(C)Oc3ccc(C)cc32)CC1 (stereo unspecified) – 15-hLO-2 inh: 4%
CC(C)(CO)Nc1ccc([N+](=O)[O-])cc1[N+](=O)[O-] – 12-hLO inh: 0%
COCCNc1nc2ccccc2nc1NS(=O)(=O)c1ccc(C)cc1C – PNC assembly inh: 29

More entries follow:
| canonical_smiles | IMPase cell inh | PNC assembly inh | 12-hLO inh | 15-hLO-2 inh |
| --- | --- | --- | --- | --- |
| CCn1c(SCc2ccc([N+](=O)[O-])cc2)nnc1C(C)NC(=O)c1ccc(C)cc1 (stereo unspecified) | -10 | -25 | 1% | nt |
| O=c1[nH]cnc2scc(-c3ccc(-c4ccccc4)cc3)c12 | 5 | 31 | 3% | 0% |
| O=C1CSc2ccc(C(=O)NCCC3=CCCCC3)cc2N1 | 4 | 68 | 5% | nt |
| O/N=C1/C2C3CC4C5C3C1C5C1(OCCO1)C42 (stereo unspecified) | -7 | -23 | 4% | -2% |
| COc1ccc(OC)c(NC(=O)C2CCCN2C(=O)OCc2ccccc2)c1 (stereo unspecified) | 8 | 8 | -4% | -1% |
| COc1ccc(S(=O)(=O)n2nc(C)cc2C)c(C)c1C | -4 | -22 | -7% | 1% |
| c1ccc2c(c1)c1ccccc1n1c(-c3ccc4c(c3)OCO4)nnc21 | -3 | ? | -20% | 0% |
| O=C(NCc1ccc2c(c1)OCO2)c1cccc(Cl)c1 | 2 | -28 | -11% | -2% |
| CCCn1c(=O)c2ccccc2n2c(SCCOc3ccccc3)nnc12 | 8 | ? | -3% | -12% |
| Cn1c(=O)c2ncn(CC(=O)N/N=C/c3ccco3)c2n(C)c1=O | -5 | 14 | -3% | nt |
| Cc1cc(NCc2ccc(F)cc2Cl)n2nnnc2n1 | 10 | 21 | 2% | 10% |
| Cc1cccc2cc3c(nc12)SC(=NCC1CCCO1)N(Cc1ccco1)C3 (stereo unspecified) | 6 | -27 | -27% | -13% |
| O=C(NCc1ccco1)Nc1ccc(Br)cc1 | 2 | 10 | -8% | -7% |
| COc1ccc(NC(=O)c2cccc(F)c2)cc1Cl | -7 | -8 | 3% | -3% |
| CC(C)c1nnc(NC(=O)CCS(=O)(=O)c2nc(-c3cccs3)cc(C(F)(F)F)n2)s1 | 2 | 16 | -4% | -27% |
| CC(=O)N1CCCc2cc(S(=O)(=O)Nc3ccc4c(c3)OCO4)ccc21 | 6 | -26 | 4% | -5% |
| O=C(NC1CCCC1)C1CCCN1C(=O)Nc1ccccc1Cl (stereo unspecified) | -2 | ? | -2% | 3% |
| Cc1ccc(NC(=S)N2CCN(CCN3C(=O)c4cccc5cccc(c45)C3=O)CC2)cc1 | -1 | 6 | -4% | -4% |
| CCOc1ccc(N2C(=O)CN(C)C2=S)cc1 | nt | 28 | -4% | nt |
| O=C(O)C1CC(c2ccc(F)cc2)=NO1 (stereo unspecified) | -2 | -10 | 1% | 12% |
| CC(=O)c1cccc(NC(=O)NC(C)C2CCCO2)c1 (stereo unspecified) | -4 | -22 | 2% | -2% |
| O=C(Nc1ccc2c(c1)OCO2)c1ccc(NC2CC2)c([N+](=O)[O-])c1 | 2 | -24 | -1% | nt |
| CCOC(=O)N1CCC(NC(=O)c2cc3c(-c4ccc(OC)c(OC)c4)nn(C)c3s2)CC1 | 12 | -25 | -4% | -6% |
| CC1CC(=O)C=C(O)C1C(=O)OC(C)(C)C (stereo unspecified) | 0 | 29 | -4% | -3% |
| CC1(C)Cc2c(cnn2-c2ccccc2)-c2c1c1ccccc1n2CC(O)CBr (stereo unspecified) | -1 | 12 | -26% | -15% |
| COCCn1c(=NC(=O)c2cccs2)sc2cc(NC(C)=O)ccc21 | 0 | -20 | -1% | nt |
| Cc1ccc(C)c(-n2nnnc2SCC(=O)Nc2cccc(-c3nnc4n3CCCCC4)c2)c1 | -1 | 5 | 0% | 13% |
| O=C(NC1CCS(=O)(=O)C1)c1cccc(S(=O)(=O)N2CCCCC2)c1 (stereo unspecified) | -5 | ? | -4% | -1% |
| CC(C)CCNC(=O)NC(=O)COC(=O)C1=COCCO1 | -2 | -14 | 3% | 5% |
| O=C(NC(=S)Nc1ccc2c(c1)OCCO2)c1cccc2ccccc12 | nt | -8 | ? | nt |
| COc1ccc(NC(=O)N(CCc2ccccc2)Cc2cc3c(C)cc(C)cc3[nH]c2=O)cc1 | 0 | -25 | -14% | 11% |
| Cc1ccc2[nH]c(=O)c(CN(CCCN3CCOCC3)C(=O)NC3CCCCC3)cc2c1 | 11 | -13 | -5% | 25% |
| CCCc1c(C)c2cc(C)ccc2[nH]c1=O | 2 | 12 | -3% | 2% |
| CCc1ccc2[nH]c(=O)c(CN(CCCN3CCOCC3)C(=O)Nc3ccc(Cl)cc3)cc2c1 | 8 | ? | -6% | 46%[activator] |
| Cc1cccc(CS(=O)(=O)Cc2ccc(C(=O)NCc3cccnc3)o2)c1 | 5 | -4 | 4% | 1%[2.29 µM] |
| Cc1ccc(-c2cc(C(=O)NCc3ccc4c(c3)OCO4)[nH]n2)c(O)c1C | 9 | 1 | -21% | ? |
| CC(Oc1ccc(Cl)cc1)c1ccnn1S(=O)(=O)c1ccc(Cl)cc1 (stereo unspecified) | 3[1.84 µM] | -1 | -3% | 5%[11.4 µM] |
| CCN(c1ccccc1)S(=O)(=O)c1ccc(NCC2COc3ccccc3O2)nc1 (stereo unspecified) | 12 | -29 | ? | 17% |
| CCCOc1ccc(C(=O)NC(=S)NCc2cccnc2)cc1 | nt | -8 | -18% | nt |
| COC(=O)[C@@]1(Cc2ccc(OC)cc2)[C@H]2c3cc(C(=O)N4CCCC4)n(CCc4c[nH]c5ccc(OC)cc45)c3C[C@H]2CN1C(=O)c1ccccc1 | nt | nt | -8% | -14% |
| CC[n+]1ccc(C[n+]2ccccc2)c2ccccc21 | nt | -82* | ? | nt |
| Cc1onc(-c2ccccc2Cl)c1C(=O)Nc1cccc2nsnc12 | 6 | ? | -6% | 3% |
| COc1ccc(N2CCn3c2nc2c3c(=O)n(CCCc3ccccc3)c(=O)n2C)c(OC)c1 | 3 | 18 | -5% | -9% |
| Clc1ccc(Cc2noc(Cc3ccccc3)n2)cc1Cl | -9 | 1 | -6% | 5%[2.29 µM] |
| O=C(NCc1ccccn1)c1cc2ccccc2oc1=O | 1 | ? | 10% | 4% |
| O=C(CCS(=O)(=O)Cc1ccc(Cl)cc1)NCCCN1CCOCC1 | -6 | 5 | -1% | 3% |
| COc1cccc(CNC(=O)Cc2c(C(=O)O)[nH]c3ccccc23)c1 | -3 | ? | -5% | 3% |
| CC(=O)Nc1cc(NC(=O)C2C3C=CC(C3)C2C(=O)O)ccc1Cl (stereo unspecified) | 3 | 4 | 2% | nt |
| CC1CCCN(CCCNC(=O)C2CC(=O)N(c3ccc(F)c(Cl)c3)C2)C1 (stereo unspecified) | 14 | -25 | 5% | ? |
| Cc1cc(C)n(-c2nc(C)nc(NCc3ccccc3)n2)n1 | 0 | 19 | 4% | 40%[activator] |
| CC(C)c1nc2oc3c(NCc4cccnc4)ncnc3c2c2c1CCC2 | 5 | -14 | -4% | 2% |
| C/C(=N/NC(=O)c1ccc(O)cc1)c1cccc([N+](=O)[O-])c1 | nt | -6 | 0% | nt |
| C=CCNC(=S)NNC(=O)c1ccc(OCCC)cc1 | -10 | ? | 10% | nt |
| CC(=O)OCC1OC(Nc2cccc(C)c2)C(OC(C)=O)C(OC(C)=O)C1OC(C)=O (stereo unspecified) | nt | 29 | 1% | nt |
| CCN1CCN(C(=O)C2(NC(=O)Nc3cccc(F)c3)CCCCC2)CC1 | 9 | -84* | 6% | nt |
| O=c1cc(-c2ccccc2O)oc2ccc3ccccc3c12 | -6 | nt | -5% | -8% |
| COC(=O)C1(C)NC(c2ccc(O)cc2)C2C(=O)N(c3ccc4c(c3)OCCO4)C(=O)C21 (stereo unspecified) | 6 | 2 | -6% | -3% |
| COC(=O)C1C(=O)CC(C)(O)C(C(=O)OC)C1c1ccccc1F (stereo unspecified) | 4 | -12 | 0% | 1% |
| Cc1ccc(S(=O)(=O)Cn2nnnc2CN2CCN(Cc3ccc4c(c3)OCO4)CC2)cc1 | -1 | 15 | -10% | 4% |
| CC(C)c1nnc(NC(=O)CCC(=O)N2CCN(C3c4ccccc4-c4ccccc43)CC2)s1 | 3 | 20 | 2% | nt |

The list goes on:
| canonical_smiles | IMPase cell inh | PNC assembly inh | 12-hLO inh | 15-hLO-2 inh |
| --- | --- | --- | --- | --- |
| O=C(NC12CC3CC(CC(C3)C1)C2)N1CCC(O)(c2ccc3c(c2)OCO3)CC1 | -6 | ? | -2% | 2% |
| COC(=O)c1ccccc1S(=O)(=O)N1CCC(c2nc3ccccc3o2)CC1 | 1 | 3 | -2% | -10% |
| O=C(Cn1c(-c2ccccc2)noc1=O)NCc1ccccc1 | 12 | ? | -11% | -2% |
| COc1nccnc1NS(=O)(=O)c1ccc(NS(=O)(=O)c2ccc(NC(C)=O)cc2)cc1 | -8 | 4 | 15% | -1% |
| c1ccc(CCc2nc(-c3ccccn3)no2)cc1 | 3[1.84 µM] | ? | 5% | 3%[11.4 µM] |
| NNC(=O)c1ccncc1 | -5[20.6 µM] | 17 | -4% | 3% |
| OCC1N=C(c2ccccn2)OC1c1ccccc1 (stereo unspecified) | -1 | ? | -2% | 3% |
| CCOc1ccc(NC(=O)Nc2ccc3c(c2)N(C)C(=O)CS3)cc1 | 5 | ? | -8% | 2% |
| O=C(CSc1nnnn1C1CCCCC1)NCc1ccccc1 | -7 | 6 | -3% | 0% |

Bioassay records deposited in PubChem by National Center for Advancing Translational Sciences (NCATS).
